# NR2E3 ag-1: agonists of human nuclear receptor NR2E3 | inhibition of corepressor binding, % at 4.78 µM | GST-NR2E3/biotin-RetCOR TR-FRET, 1536-well | actives 0.12% (n = 320,000) | AID 2300;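 active = percent inhibition above the cutoff of mean plus 3 SD of all tested compounds, set per screening campaign, cut at about 20% in these data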;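 note: 0% = DMSO wells and 100% = biotin wells as full block of FRET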
# Target sequence (Q9Y5X4 whole entry, looked up): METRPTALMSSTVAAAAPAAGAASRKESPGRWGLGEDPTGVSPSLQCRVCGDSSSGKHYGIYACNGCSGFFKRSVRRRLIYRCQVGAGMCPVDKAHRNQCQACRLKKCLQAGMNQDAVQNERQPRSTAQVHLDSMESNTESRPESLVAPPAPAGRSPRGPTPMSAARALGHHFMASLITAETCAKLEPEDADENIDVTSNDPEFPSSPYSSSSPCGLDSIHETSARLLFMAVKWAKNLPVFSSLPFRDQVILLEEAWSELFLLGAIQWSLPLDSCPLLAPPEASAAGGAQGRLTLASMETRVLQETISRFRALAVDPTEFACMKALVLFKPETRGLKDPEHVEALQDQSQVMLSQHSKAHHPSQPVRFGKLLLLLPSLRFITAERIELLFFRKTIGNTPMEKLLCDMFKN
#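 Material – GST-tagged NR2E3 plus biotinylated RetCOR corepressor · Quantity – NR2E3 fusion 1.35 nM · Times – 5 h incubation at 4 °C · Medium – pH 7.5 Tris-based buffer · Technique – TR-FRET, Eu(K)-anti-GST donor, streptavidin-D2 acceptor, ex 340, em 617/671 nm · Benchmarks – high control biotin, low control 0.6% DMSO · Format – 1536-well plates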
# LMP1 NFkB inh: Epstein-Barr LMP1 NF-kappaB reporter inhibition; LMP1-induced NF-kappaB luciferase reporter cells, luminescence; inhibition, % at 12.5 µM; actives 0.69% (n = 350,000); AID 504558; in the data active = inhibition above about 41%;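 note: 0% = neutral control wells and 100% = reference inhibitor control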
# TRPM1 prom inh: MITF TRPM1 promoter inhibition in SK-MEL-5 cells; SK-MEL-5 TRPM1 promoter luciferase, 24 h; inhibition, % at 12.5 µM; actives 0.83% (n = 330,000); AID 488899;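 active = mean inhibition across replicates of 60% or more, whatever share of single replicates reaches that level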; note: values of inactives mirror those of a sister screen read the other way
# CF NFkB block: inhibitors of cystic fibrosis induced NF-kB; AID 588850; inhibition, % at 5 µM; actives 0.86% (n = 360,000); KKLEB NF-kB-GFP reporter, PAF-induced, GFP fluorescence overnight;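 active = at least 50% inhibition at 5 µM, scaled per plate between neutral and stimulator controls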;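 note: PAF is a Pseudomonas aeruginosa culture filtrate used as stimulus; plate controls were PAF-stimulated DMSO wells for no effect and unstimulated DMSO wells for full effect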
# NR2E3 ag-2: agonists of human NR2E3 nuclear receptor. Q9Y5X4. AID 602229. inhibition of corepressor binding, % at 3.98 µM. actives 0.35% (n = 360,000). CHO-S Gal4-NCOR/VP16-NR2E3 two-hybrid, luciferase;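 active = inhibition above the mean of all tested compounds plus 3 SD, cut at about 70% in these data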;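 note: 0% = DMSO with NR2E3 transfected cells and 100% = cells lacking NR2E3 construct; higher means lower luciferase signal from less NR2E3 corepressor binding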
# KKLEB tox: counter-screen for CF NF-kB inhibitors: cytotoxicity; KKLEB CF airway cells viability, ATPlite luminescence, overnight; hits give low values; cells stimulated with P. aeruginosa culture filtrate; activity change (cytotoxicity), % at 5 µM; actives 0.36% (n = 360,000);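 active = corrected activity change at or below -50% at 5 µM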
# Shn3 3UTR inh: reduces Shn3 3'UTR luciferase signal in osteoblasts. Clone20 osteoblast Shn3 3'UTR firefly luciferase, 24 h. inhibition, % at 12.5 µM. actives 0.52% (n = 360,000). AID 588674;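 active = mean inhibition of at least 75% with every replicate also reaching 75%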;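 note: 0% = median of neutral control wells and 100% = pilot-screen positive control compound; some compounds past the cut are filed as inactive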
# TRAIL sens C8: caspase-8 TRAIL sensitization. NB7+C8 cells + TRAIL, ATPlite viability luminescence. inhibition (viability loss, TRAIL sensitization), % at 10 µM. actives 1% (n = 360,000). AID 624354;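 active = compounds causing at least 50% loss of cell viability in the single-dose screen, relative to plate controls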
# hiPSC survival: hiPSC single-cell survival enhancement; ATPlite luminescence; 100% = ROCK inhibitor wells, 0% = DMSO; survival enhancement, % at 20 µM; actives 0.044% (n = 360,000); AID 602274; in the data active = survival enhancement above about 18%;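 note: cells exposed to compounds for 16 hours before the ATP read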
# HIF-2a block: inhibitors of HIF-2a; 786-0 RCC cells HIF-2a reporter, luciferase luminescence, overnight; inhibition, % at 18.8 µM; actives 0.72% (n = 360,000); AID 624352;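 active = inhibition of the luminescence signal of 40% or more relative to plate controls, in a single-dose primary screen at 18.75 µM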
# Peg3 prom inh: inhibitors of Peg3 promoter; HeLa PEG-Prom luciferase reporter, luminescence, overnight; inhibition, % at 20 µM; AID 588405; actives 1.7% (n = 360,000);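 active = inhibition of at least 50% at 20 µM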
# Active calls of the source: *; nt = not tested or not shown. The list is partial; the hit share may differ from the screen's.
1	CSc1cccc(NC(=O)C2CCCN(S(=O)(=O)c3cnc[nH]3)C2)c1 (centres undefined)
2	Clc1ccc(C2CC(c3cccs3)n3ncnc3N2)cc1Cl (centres undefined)
3	COc1cccc(OC)c1C(=O)NC(=S)NNC(=O)[C@H]1C[C@@H]1c1ccccc1
4	COc1cccc(NC(=O)CCN2C(=O)c3ccccc3S2(=O)=O)c1
5	O=C1CCC[C@@H]2Cc3nc4ccc(O)cc4cc3[C@@H]3CCN1[C@H]23
6	CCC(C)NCCOCCSc1ccc(Cl)cc1 (centres undefined)
7	COc1ccc(N2CCN(C(=O)CCNC(=O)Cn3ccc4ccccc4c3=O)CC2)cc1
8	CC(C)(C)C1CCC(=O)N(CCC#N)CC1 (centres undefined)
9	Cn1nc(C(=O)OCc2ccccc2F)c2ccccc2c1=O
10	Cn1nc(C(=O)Nc2cccc(S(N)(=O)=O)c2)c2ccccc2c1=O
Compound	1	2	3	4	5	6	7	8	9	10
NR2E3 ag-1	nt	1.9	-3.0	1.0	nt	0.2	0.4	4.8	2.1	0.1
LMP1 NFkB inh	-8.3	-9.9	-9.6	0.3	-5.1	-20.5	2.5	-3.0	3.3	12.7
TRPM1 prom inh	5.1	12.7	-6.1	5.7	-9.1	6.1	7.7	-1.3	-11.8	-19.1
CF NFkB block	10.2	0.3	-19.7	13.9	5.6	6.5	-1.1	-13.3	-14.3	-25.8
NR2E3 ag-2	-8.7	-20.7	-0.7	-23.4	14.2	4.1	3.5	-5.7	-8.6	-5.1
KKLEB tox	-3.8	6.1	10.3	-3.2	-0.9	11.8	-4.2	0.7	-4.3	-5.1
Shn3 3UTR inh	13.6	6.9	-1.6	-1.1	4.9	1.4	11.2	3.7	15.2	-8.4
TRAIL sens C8	0.8	-0.3	-1.4	0.3	-11.8	-6.3	-6.8	-11.2	-5.2	-4.8
hiPSC survival	-0.1	-0.9	-0.2	-1.3	-1.7	-2.0	-0.6	2.8	0.5	-0.2
HIF-2a block	-6.3	6.4	21.1	-11.9	-8.1	10.8	-7.7	11.2	-18.2	-13.7
Peg3 prom inh	-0.4	18.8	6.9	5.5	1.2	15.8	16.3	-3.7	-8.7	-0.1

11	NNC(=O)CNC(c1ccccc1)c1cc(Br)ccc1NC(=O)c1ccc(Br)cc1 (centres undefined)
12	CCOc1cc(C(=O)N2CCN(c3ccccn3)CC2)cc(OCC)c1OCC
13	COCc1c(C(=O)N2CCN(Cc3ccc4c(c3)OCO4)CC2)oc2ccccc12
14	O=C1C2C3c4ccccc4C(c4ccccc43)[C@@H]2C(=O)N1c1nc(-c2ccccc2)cs1 (some centres undefined)
15	CCn1c(SC(C)C)nnc1C1CCN(S(=O)(=O)c2ccc(OC)cc2)CC1
16	CCOC(=O)C1=CCN(S(=O)(=O)c2ccccc2C)C1c1ccc(Br)cc1 (centres undefined)
17	O=C(Nc1cccc(C(F)(F)F)c1)c1cc2ncc(Br)cn2n1
18	O=C([C@H](Cc1ccccc1)N1C(=O)c2ccccc2C1=O)N1CCOCC1
19	Cc1cc(NC(=O)Nc2ccccc2Cl)no1
20	CC(C)(C)c1ccc(OCCCN2CCCC2)cc1
Compound	11	12	13	14	15	16	17	18	19	20
NR2E3 ag-1	2.0	-0.7	1.6	2.9	5.4	nt	7.6	2.9	2.9	-3.3
LMP1 NFkB inh	-13.4	7.2	5.4	-2.1	-0.8	nt	0.0	-14.0	1.7	3.9
TRPM1 prom inh	-3.9	-1.3	0.3	7.8	-1.7	nt	4.7	1.7	-30.1	7.8
CF NFkB block	-5.8	-11.8	-12.5	-14.3	4.6	6.7	-9.7	5.6	-10.8	-4.0
NR2E3 ag-2	9.8	-24.6	13.8	-13.2	-24.4	0.5	12.7	-4.5	-19.4	-4.2
KKLEB tox	4.1	0.6	12.9	13.6	-8.0	-5.1	12.7	2.0	4.5	-0.1
Shn3 3UTR inh	-19.3	-4.4	22.5	6.4	11.0	4.2	-9.9	4.7	-17.8	-7.2
TRAIL sens C8	20.2	-5.0	-15.0	14.6	-1.7	13.9	-4.5	-0.5	22.5	16.5
hiPSC survival	-1.8	-0.4	-0.5	-2.7	-3.6	-0.9	0.6	-0.5	0.5	-0.9
HIF-2a block	13.2	12.5	-9.1	20.9	19.7	8.1	7.7	1.4	-160.8	9.7
Peg3 prom inh	1.2	18.7	4.6	14.1	6.2	24.6	-5.4	14.2	-87.8	5.6

21	COc1ccc(NS(=O)(=O)c2csc(C(=O)N3CCCC3)c2)cc1
22	CCOC(=O)c1c(N)c(C#N)c2n1CCCC2
23	O=C(NC1CCCCC1)NC1CC2CCC(C1)N2C(=S)NCc1ccco1 (centres undefined)
24	CCOc1ccccc1N1CCN(C(=O)c2cc3c(C)cc(C)cc3[nH]2)CC1
25	COc1ccc(NC(=O)CN2CCC3(O)CCCCC3C2c2cc(OC)ccc2OC)cc1 (centres undefined)
26	Cn1c(COc2ccc([N+](=O)[O-])cc2)nnc1SCC(N)=O
27	Cc1cccc(NC(=S)N2CCC(NC(=O)c3ccco3)CC2)c1
28	O=C(CN(C(=O)c1csnn1)c1ccc(F)c(Cl)c1)NC1CCCC1
29	COc1ccc(/C=C/C(=O)c2ccccc2O)cc1
30	Cc1ccc(C(C)NC(=O)/C(C#N)=C\c2c(C)[nH]c3ccccc23)cc1 (centres undefined)
Compound	21	22	23	24	25	26	27	28	29	30
NR2E3 ag-1	1.9	2.6	2.5	-4.1	1.3	-0.9	2.1	4.0	2.2	-3.9
LMP1 NFkB inh	10.6	-8.6	3.0	0.8	-5.1	-0.1	8.9	-3.5	-5.8	-3.5
TRPM1 prom inh	9.9	1.8	4.4	9.0	3.2	0.0	-1.7	9.5	-127.9	4.9
CF NFkB block	12.0	-0.1	9.1	6.7	-4.3	-10.8	-19.5	-13.3	-2.0	-11.6
NR2E3 ag-2	-14.4	-13.3	-0.5	-1.3	-14.1	-2.7	17.4	-50.3	-101.2	4.2
KKLEB tox	0.7	-2.7	2.3	-2.6	4.1	3.8	4.4	2.8	-7.7	0.1
Shn3 3UTR inh	-27.8	5.3	3.3	16.6	-0.1	-3.5	-0.2	7.1	-212.8	2.0
TRAIL sens C8	14.4	-1.7	-12.8	-3.0	2.1	-6.6	19.7	-13.9	13.3	25.1
hiPSC survival	-0.6	3.3	2.2	-0.2	-0.1	-0.1	-0.4	-0.3	-1.5	-0.6
HIF-2a block	12.8	15.9	0.9	23.2	12.2	23.1	-9.6	-0.6	-175.6	-6.3
Peg3 prom inh	1.0	0.1	10.4	34.0	19.2	5.5	17.7	-2.2	-349.7	19.4

31	Cc1ccc(S(=O)(=O)NCC(=O)OC(C)C(=O)NC2CCCCC2C)cc1C (centres undefined)
32	CC(=O)Nc1ccc(NC(=O)c2c([N+](=O)[O-])c(C(C)(C)C)nn2C)cc1
33	COC(=O)/C(C#N)=C/c1cc(C)sc1C
34	CC(=O)Nc1cccc(C(=O)N/N=C/c2c[nH]c3ccccc23)c1
35	N=c1sccn1CC(=O)Nc1cccc(S(=O)(=O)N2CCCCCC2)c1
36	CCOc1ccc(NC(=O)CN(C)C(=O)c2nc3nc(C)cc(C)n3n2)cc1OCC
37	c1ccc(OCCOc2ncnc3ccccc23)cc1
38	O=C(NC(=S)Nc1ccccc1Br)C1CCC1
39	CCN(C(=O)CN1CCCCC1)c1c(N)n(Cc2ccccc2)c(=O)[nH]c1=O
40	CCCn1nnc(NC(=O)/C=C/c2ccco2)n1
41	Cc1ccccc1CS(=O)(=O)CCC(=O)NCCN1CCN(c2cccc(Cl)c2)CC1
42	COc1ccc(C2=NN(C(=O)CCC(=O)O)C(c3ccc(OC)cc3)C2)cc1 (centres undefined)
Compound	31	32	33	34	35	36	37	38	39	40	41	42
NR2E3 ag-1	nt	5.1	-1.2	1.1	0.2	1.4	-0.5	-0.2	4.6	0.8	7.0	-1.9
LMP1 NFkB inh	-4.1	0.0	0.7	30.8	1.0	-1.5	-13.5	-4.8	7.0	-8.0	3.9	-0.5
TRPM1 prom inh	0.4	11.2	3.5	0.5	1.8	-0.1	-79.7	-28.1	0.8	-10.5	-2.4	11.2
CF NFkB block	-6.5	3.7	9.3	-0.2	20.3	-5.7	-6.4	-4.7	4.6	-15.2	10.6	-16.2
NR2E3 ag-2	9.5	-18.2	13.9	-10.1	0.1	15.2	-82.7	-0.4	1.0	-41.1	4.5	-1.7
KKLEB tox	13.1	7.9	5.7	-0.6	2.2	3.9	-9.6	0.4	3.6	-1.9	-13.9	1.1
Shn3 3UTR inh	-12.4	8.6	-5.6	18.9	59.6	1.9	-58.3	-26.4	3.0	-31.9	4.2	-20.4
TRAIL sens C8	21.2	18.1	-5.7	-5.0	-3.9	7.6	1.7	-0.2	-6.4	21.6	9.6	-14.9
hiPSC survival	-0.4	-0.1	-0.7	-0.5	-3.8	-0.2	4.9	1.1	0.0	-0.1	6.7	-0.5
HIF-2a block	-0.9	60.0*	7.3	-7.3	6.0	5.7	-218.1	-134.4	10.3	-25.6	-7.6	4.0
Peg3 prom inh	10.4	2.4	-6.3	8.1	3.3	-7.7	-217.7	-66.9	-18.3	-11.7	10.4	-0.4

# Another view of some results above.
8. CC(C)(C)C1CCC(=O)N(CCC#N)CC1 (centres undefined)
  NR2E3 ag-1: 4.8
  LMP1 NFkB inh: -3.0
  TRPM1 prom inh: -1.3
  CF NFkB block: -13.3
  NR2E3 ag-2: -5.7
  KKLEB tox: 0.7
  Shn3 3UTR inh: 3.7
  TRAIL sens C8: -11.2
  hiPSC survival: 2.8
  HIF-2a block: 11.2
  Peg3 prom inh: -3.7

9. Cn1nc(C(=O)OCc2ccccc2F)c2ccccc2c1=O
  NR2E3 ag-1: 2.1
  LMP1 NFkB inh: 3.3
  TRPM1 prom inh: -11.8
  CF NFkB block: -14.3
  NR2E3 ag-2: -8.6
  KKLEB tox: -4.3
  Shn3 3UTR inh: 15.2
  TRAIL sens C8: -5.2
  hiPSC survival: 0.5
  HIF-2a block: -18.2
  Peg3 prom inh: -8.7

10. Cn1nc(C(=O)Nc2cccc(S(N)(=O)=O)c2)c2ccccc2c1=O
  NR2E3 ag-1: 0.1
  LMP1 NFkB inh: 12.7
  TRPM1 prom inh: -19.1
  CF NFkB block: -25.8
  NR2E3 ag-2: -5.1
  KKLEB tox: -5.1
  Shn3 3UTR inh: -8.4
  TRAIL sens C8: -4.8
  hiPSC survival: -0.2
  HIF-2a block: -13.7
  Peg3 prom inh: -0.1
